CHT PAM: human CHT allosteric activation. Q9GZV3. CHT-expressing cells, membrane potential dye, choline EC20; hits give high values; LV-AA mutant CHT in HEK293 cells. B-score at 10 µM. hit rate 0.49% among 310,000;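 active = initial fluorescence not abnormally high and integrated response B-score, plate-corrected, over 3 SD above library mean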
CHT inh: inhibitors of human choline transporter CHT. B-score at 10 µM. hit rate 0.86% among 310,000. CHT-expressing cells, membrane potential dye, choline response; hits give low values. Q9GZV3;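 active = B-score over 3 SD under the library average, and starting fluorescence ratio not unusually high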;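 also: choline stimulus applied at its EC90 after an EC20 pre-addition; B-score computed on integrated fluorescence ratio after choline addition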
STK33 kinase inh: human STK33 kinase inhibition | Q9BYT3 | purified STK33, MBP phosphorylation, ADP-Glo luminescence | inhibition, % at 10 µM | hit rate 0.073% among 320,000 | AID 2661;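 active = inhibition at or above 25%, using the most active replicate where run in duplicate; inactive = inhibition below 25%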
Target sequence (Q9BYT3 whole entry, looked up): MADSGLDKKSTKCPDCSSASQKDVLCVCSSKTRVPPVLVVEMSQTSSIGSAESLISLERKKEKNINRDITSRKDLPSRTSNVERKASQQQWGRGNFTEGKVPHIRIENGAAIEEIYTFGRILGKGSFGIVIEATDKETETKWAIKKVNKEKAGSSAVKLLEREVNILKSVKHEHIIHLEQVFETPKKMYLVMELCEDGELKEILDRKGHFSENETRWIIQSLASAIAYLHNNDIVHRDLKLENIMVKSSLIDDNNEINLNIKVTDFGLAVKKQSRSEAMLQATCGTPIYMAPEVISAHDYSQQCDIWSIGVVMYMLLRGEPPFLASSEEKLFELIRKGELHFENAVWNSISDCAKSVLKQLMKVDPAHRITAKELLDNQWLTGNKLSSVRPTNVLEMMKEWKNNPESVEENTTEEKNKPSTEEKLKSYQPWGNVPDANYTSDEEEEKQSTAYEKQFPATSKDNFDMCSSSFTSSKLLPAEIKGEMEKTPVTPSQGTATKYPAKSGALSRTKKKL
Active calls of the source: *; i = inactive; . = no result given; & = joins results of further samples.

SMILES	CHT PAM	CHT inh	STK33 kinase inh
Cc1nc(NCc2ccccn2)c2c3c(sc2n1)CCCC3	i	i	1.3
Cc1ccc(NC(=O)c2cc3ccccc3oc2=O)cc1S(=O)(=O)N(C)C	i	i	-0.4
CCOC(=O)C1CCN(S(=O)(=O)Cc2ccccc2)C1=O (stereo not given)	i	i	-0.1
O=C(Nc1ccc(F)cc1)c1cc2c(s1)CCCC2	i	i	-2.9
CCO/C(C)=C1\C(=O)Nc2ccccc21	i	i	0.4
COC(=O)c1cc(-c2ccc(OC)c(OC)c2)n[nH]1	i	i	0.5
CCS(=O)(=O)c1ccc(C(=O)NC)c(Cl)c1Cl	i	i	0.3
COCCN(C(=O)c1ccccc1F)c1nc(-c2ccc(OC)cc2)cs1	i	i	1.6
CCn1c(SCC(=O)Nc2nc(-c3ccc(C)cc3)cs2)nnc1-c1ccccc1O	i	i	-0.4
CCOc1ccc(NC(=O)CCNC(=O)c2ccc(Br)cc2)cc1	i	i	-1.9
CN1CCC(=NNc2ncnc3sc4c(c23)CCCC4)CC1	i	i	0.3
COC(=O)C(NC(=O)c1ccccc1)=C(C)C	i	i	1.5
CC(=O)Nc1ccc(NC(=O)COC(=O)C2(c3ccc(Cl)cc3)CCCC2)cc1	i	i	0.9
COc1ccc2nc(SCC(=O)NC3CCCc4ccccc43)[nH]c2c1 (stereo not given)	i	i	-0.2
C=CCNC(=O)CN1CCC(c2nc3cc(C)c(C)cc3[nH]2)CC1	i	i	0.3

Reformatted with two lines to a compound: entries from further up.
Screens in order: CHT PAM	CHT inh	STK33 kinase inh
CCn1c(SCC(=O)Nc2nc(-c3ccc(C)cc3)cs2)nnc1-c1ccccc1O
  i	i	-0.4
CCOc1ccc(NC(=O)CCNC(=O)c2ccc(Br)cc2)cc1
  i	i	-1.9

(next part)
SMILES	CHT PAM	CHT inh	STK33 kinase inh
CC(=O)c1c(C)nc2ccc(C)cc2c1-c1ccccc1	i	i	-0.3
O=C(Oc1ccc(/C=N/NC(=O)c2ccccc2O)cc1)c1ccccc1	i	i	-1.0
CC(NC(=O)C(=O)N1CCOCC1)C(c1cccs1)N1CCN(c2ccccc2F)CC1 (stereo not given)	i	i	-1.9
CCOC(=O)C1(Cc2ccc(Cl)cc2)CCN(C(=O)c2ccoc2)CC1	i	i	-1.5
CCn1c(CC(C)C)n[nH]c1=S	i	i	0.3
Cc1cccc(NC(=O)c2ccc(NCCc3ccccc3)c([N+](=O)[O-])c2)c1	i	i	-2.8
CCc1cccc(NC(=O)C2CCCN2S(=O)(=O)c2ccc3c(c2)CC(C)N3C(C)=O)c1 (stereo not given)	i	i	-0.6
NCCS(=O)(=O)NC1CCCCC1	i	i	-1.3
COc1cc(C(=O)NCC(=O)NCC2COc3ccccc3O2)cc(OC)c1OC (stereo not given)	i	i	-1.0
N#Cc1cccc(NC(=O)COC(=O)c2ccc3c(=O)n4c(nc3c2)CCC4)c1	i	i	-4.0
CN(C)S(=O)(=O)c1cccc(CNCC2COc3ccccc3O2)c1 (stereo not given)	i	i	-1.3
COc1ccc(CN(C(=O)c2cccs2)c2nccs2)cc1OC	i	i	.
COc1ccc2c(CC(=O)Nc3ncc(C)s3)coc2c1	i	i	-0.5
CCc1nn(CCCN2CCN(c3cccc(Cl)c3)CC2)c(=O)n1CCOc1ccccc1	i	i	-2.1&-1.7
CN1CCCN(S(=O)(=O)c2ccc3ccccc3c2)CC1	i	i	-1.0
CC(=O)N1CCOc2ccc(S(=O)(=O)N3CC(C)CC(C)C3)cc21 (stereo not given)	i	i	-0.2
COc1ccc(NC(=O)c2cccs2)cc1	i	i	0.9
COc1ccc(C)cc1Nc1nc(C)nc2c1oc1ccccc12	i	i	-2.0
CC1CCC(C(C)C)C(OC(=O)C[n+]2cc(-c3ccc(Cl)cc3)n3c2CCC3)C1 (stereo not given)	13.9*	i	1.1
O=C(c1ccc([N+](=O)[O-])o1)N1CCOCC1	i	i	-0.1
COc1ccc(NC(=O)/C=C/c2cccc(Br)c2)cn1	i	i	-0.3
COCC(C)n1c(COc2ccccc2F)nnc1SCc1c(C)noc1C (stereo not given)	i	i	-0.9
CN(C)C(=O)c1cc2cc(Br)ccc2s1	i	i	0.0
CCn1c(CNC(=O)c2ccccc2F)nnc1SCC(=O)Nc1nncs1	i	i	-2.5
CCCS(=O)(=O)N1CCN(Cc2ccc([N+](=O)[O-])cc2)CC1	i	i	-0.1
Cc1nn(Cc2ccccc2)c(Cl)c1/C=C/C(=O)OC(C)C(=O)N1CCCC1 (stereo not given)	i	i	-0.6
CC(=O)OCn1ncc(N2CCOCC2)c(Br)c1=O	i	i	0.3
CC(C)c1nc2sc3c(SCC(N)=O)ncnc3c2c2c1CCC2	i	i	-0.6
CN(C)c1ccc(/C=N/NC(=O)CN(c2cccc(Cl)c2)S(C)(=O)=O)cc1Br	i	i	-0.7
NC(=O)CC(NC(=O)c1ccccc1)c1ccc(N2CCc3ccccc3C2)c([N+](=O)[O-])c1 (stereo not given)	i	-9.49*	-0.5
OCCC1CN(Cc2cc(F)ccc2F)CCN1CCCc1ccccc1 (stereo not given)	i	i	0.0
COc1ccc(N2C(=O)CC(Nc3ccc(C)cc3)C2=O)cc1 (stereo not given)	i	i	-1.3
O=C(O)c1ccn2c(C(=O)c3ccccc3)c(-c3ccccc3)cc2c1	i	i	-1.4
Cc1nn(CC(=O)Nc2sc3c(c2C#N)CCC(C(C)(C)C)C3)c(C)c1[N+](=O)[O-] (stereo not given)	i	i	-1.0
COc1ccc(NC(=O)c2nc[nH]c2C(=O)NCc2ccccc2)cc1	i	i	-0.6
CS(=O)(=O)N(CC(=O)Nc1c(F)cccc1F)Cc1ccccc1	i	i	-0.6
Cc1ccccc1C1c2[nH]c3ccccc3c2CCN1C(=O)c1ccc(=O)n(C)n1 (stereo not given)	i	i	-1.6
CCCCOP(=O)(c1ccc(N(C)C)cc1)C(O)c1cc(OC)c(OC)c(OC)c1 (stereo not given)	i	i	-0.9
COc1ccc(CN(CCC(c2ccccc2)C2CCOC(C)(C)C2)C(C)=O)cc1 (stereo not given)	i	i	-1.0
Cc1nn(-c2ccc([N+](=O)[O-])cc2)c2c1C(c1cccc(Br)c1)N1C(=N2)C(=O)Nc2ccccc21 (stereo not given)	i	-6.63*	0.1
CCOC(=O)C1CSC2(CCC(c3ccccc3)CC2)N1 (stereo not given)	i	i	-0.4
C=CCN1C(c2ccc(Br)cc2)=CS/C1=C(/C#N)c1nnc(N2CCOCC2)n1-c1ccccc1	i	i	1.7
O=C(NCc1cccs1)C1CCCN1C(=O)Nc1ccc(F)cc1 (stereo not given)	i	i	-1.4
COC(=O)c1c(-c2ccncc2)csc1NC(=O)c1ccoc1C	i	i	-1.4
Cc1cccc(C(=O)Nc2ccc(C(=O)N/N=C/c3ccc(C)o3)cc2)c1	i	i	-1.7
Cc1[nH]n2cnnc2c(=O)c1Br	i	i	0.8
Cc1cccc(C)c1OCC(=O)N/N=C/c1ccc2c(c1)OCO2	i	i	0.0
O=S(=O)(NC1CCCCC1)c1ccc(Br)s1	i	i	-1.3
C=CCn1c(COc2ccccc2)nnc1SCC(=O)Nc1ccc2c(c1)OCCO2	i	i	-0.5
O=C(NCCCn1cccn1)c1cc(COc2ccc(F)cc2Cl)on1	i	i	-1.2
O=c1c(-c2ccccc2)cnc2n1CCS2	i	i	-1.9
Oc1ccc(Cl)cc1-c1cc(-c2ccccc2)n[nH]1	i	i	0.7
CCC(=O)Nc1nc2ccccc2n1CCN(CC)CC	i	i	0.4
COC(=O)c1cn(CC(=O)NCc2ccco2)c2ccccc12	i	i	-0.2
Cn1c(=O)c(C(=O)Nc2ncccc2O)c(O)c2ccccc21	i	i	-1.8
Cc1nc(N2CCOCC2)[nH]c(=O)c1CCC(C)C	i	i	-1.0
CCOC(=O)Nc1cc(C(=O)OCC)c(C)nc1C	i	i	-0.6
O=C(O)CCCC(=O)Nc1ccc(Oc2ncnc3cc(Cl)ccc23)nc1	i	i	-0.1
CCOc1ccc(S(=O)(=O)c2c[nH]c3ccc(C)cc3c2=O)cc1	i	i	-1.2
Cc1ccc(CN2CCN(Cc3cccn3-c3nccs3)CC2CCO)cc1 (stereo not given)	i	i	-0.5

An excerpt from above in order of molar mass, rising:
SMILES	CHT PAM	CHT inh	STK33 kinase inh
Cc1[nH]n2cnnc2c(=O)c1Br	i	i	0.8
CCOC(=O)Nc1cc(C(=O)OCC)c(C)nc1C	i	i	-0.6
Cn1c(=O)c(C(=O)Nc2ncccc2O)c(O)c2ccccc21	i	i	-1.8
Cc1cccc(C)c1OCC(=O)N/N=C/c1ccc2c(c1)OCO2	i	i	0.0
Cc1ccc(CN2CCN(Cc3cccn3-c3nccs3)CC2CCO)cc1 (stereo not given)	i	i	-0.5

The list continues:
SMILES	CHT PAM	CHT inh	STK33 kinase inh
CC(NC(=O)c1ccco1)c1nc(-c2ccc(Cl)cc2)no1 (stereo not given)	i	i	-1.9
Cc1ccccc1NC(=O)CN1CCN(Cc2ccccc2)CC1	i	i	-0.4
O=C(NCc1ccccc1)c1ccc(Br)cc1	i	i	0.0
Cc1ccc(Nc2ccc(C(=O)NC3CCCCC3)cn2)cc1	i	i	-0.6
CCOC(=O)c1c(CN(C)C)n(C)c2c(O)c(N=NC(N)=O)c3ccc(Br)cc3c12	i	i	0.7
O=c1c2cnn(-c3ccccc3)c2ncn1CCc1ccccc1	i	i	-0.9
O=C(NC(Cc1ccccc1)C(=O)NCc1ccccn1)c1ccco1 (stereo not given)	i	i	-1.7
O=C(O)c1ccccc1C(=O)Nc1ccc(-n2nc(C(F)(F)F)cc2C(F)(F)F)cc1	i	i	-0.1
O=C(COC(=O)c1cccc(O)c1)Nc1nnc(-c2ccccc2)o1	i	i	-0.6
O=C(c1ccc(COc2ccc3ccccc3c2)o1)N1N=C(C(F)F)CC1(O)C(F)F (stereo not given)	i	i	-1.2
COc1ccc(-c2ccc(-c3noc(-c4ccccc4C)n3)c(OC)n2)cc1	i	i	-0.1
Cc1ccc(CCNC(=O)CCNS(=O)(=O)c2ccc3c(c2)c(=O)n(C)c(=O)n3C)cc1	i	i	-0.8
CCC(=O)Nc1nc2nc(-c3ccccc3)cc(-c3ccccc3)n2n1	i	i	-1.4
CC1(C)CC(=O)N(c2cccc(C(F)(F)F)c2)C(=O)C1	i	i	0.2
COc1ccc(/C=C2\SC(=S)N(NC(=O)c3ccncc3)C2=O)cc1OC	i	-7.99*	-0.7
Cc1cccnc1NC(=O)c1ccc([N+](=O)[O-])o1	i	i	0.2
CCSc1nnc(-c2ccccc2SC)o1	i	i	-1.2
CCCCn1c(Cl)nc2c1c(=O)n(C)c(=O)n2C	i	i	-1.0
Cc1ccnc(SCC(=O)c2cc3ccccc3o2)n1	i	i	.
COc1ccc(OC)c(C2C(C(=O)N(C)C)=C(C)Nc3nc4ccccc4n32)c1 (stereo not given)	i	i	-0.9
COc1ccc(-c2cc(=O)oc3cc(OCC(=O)N4C[C@H]5C[C@@H](C4)c4cccc(=O)n4C5)ccc23)cc1	i	i	1.4
O=C(CCCCn1c(=O)c2ccccc2n(Cc2ccc(Cl)cc2)c1=O)NCc1ccco1	i	i	-1.4
CCOc1ccc(C(=O)N2CCN(C(=O)c3ccco3)CC2)cc1OCC	i	i	-1.5
O=C1CCCc2c1[nH]c1ccc(Br)cc21	i	i	0.1
CCc1noc(C)c1C(=O)Nc1cc(Cl)ccc1-n1cncn1	i	i	0.2
COC(=O)c1ccccc1NC(=O)Cn1cnc([N+](=O)[O-])c1	i	i	-23.0
COCCOCC(O)CN1CCN(c2ccccc2)CC1 (stereo not given)	i	i	0.8
Cc1csc(NC(=O)CCNC(=O)c2ccc([N+](=O)[O-])cc2)n1	i	i	0.1
CCN(CC(=O)NCCc1ccccc1)S(=O)(=O)c1ccc(Br)cc1	i	i	0.9
O=C(NCc1cccnc1)c1ccc(COc2ccccc2Cl)o1	i	-5.36*	0.3
CC(=O)Nc1ccc(C(=O)Nc2nc(-c3cccnc3)cs2)cc1	i	i	0.6
CC(=O)c1ccc(NC(=O)Cn2cnc(S(=O)(=O)N3CCC(C)CC3)c2)cc1	i	i	-2.7
Cc1ccc(C)c(NC(=O)c2cc(-c3ccccc3O)n[nH]2)c1	i	i	-0.6
CCC(C)N(C(=O)COC(=O)C1CCN(S(=O)(=O)c2ccc(C)c(C)c2)CC1)C1CCS(=O)(=O)C1 (stereo not given)	i	i	-0.8
Cc1nn2c(-c3ccc(S(=O)(=O)N4CCN(CCO)CC4)o3)nnc2c2ccccc12	i	i	-1.1
CC(C)c1ccc(S(=O)(=O)N2CCN(C(=O)C3CCCCC3)CC2)cc1	i	i	0.6
CCn1nccc1C(=O)NC1=C(C#N)CCC1	i	i	-1.1
O=S(=O)(c1cccc2cccnc12)N1CCOCC1	i	i	-1.2
O=C(Nc1ccc(N2CCOCC2)cc1)Nc1ccc2nc(-c3ccco3)c(-c3ccco3)nc2c1	i	i	-0.6
COc1ccc([N+](=O)[O-])c(S(=O)(=O)c2ccccc2)n1	i	-5.3*	4.3
COc1ccc(Br)cc1-c1nc(C)c(C(C)=O)n1O	i	i	2.9

Bioassay records: PubChem BioAssay, several laboratories

Compounds were not picked by outcome; 1.5% or so of the library scored in one or more.
